Assay outcomes (PubChem BioAssay)
Mcl1 Bid PPI: Mcl-1/Bid binding inhibitors, primary screen, biochemical, TR-FRET, 1536-well. AID 1021, 2008. TR-FRET Mcl-1/Bid-Dy647 peptide binding. 220,000 tested, 0.97% active. inhibition, % at 21.7 µM. Induced myeloid leukemia cell differentiation protein Mcl-1 (Homo sapiens), Q07820;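 active = compounds that cut the binding signal by more than half at the single screening dose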;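 also: His-tagged Mcl-1 with europium anti-His antibody binding Bid BH3 peptide; 0% = Mcl-1 plus peptide wells and 100% = peptide-only wells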
Target sequence (Q07820 whole entry, looked up): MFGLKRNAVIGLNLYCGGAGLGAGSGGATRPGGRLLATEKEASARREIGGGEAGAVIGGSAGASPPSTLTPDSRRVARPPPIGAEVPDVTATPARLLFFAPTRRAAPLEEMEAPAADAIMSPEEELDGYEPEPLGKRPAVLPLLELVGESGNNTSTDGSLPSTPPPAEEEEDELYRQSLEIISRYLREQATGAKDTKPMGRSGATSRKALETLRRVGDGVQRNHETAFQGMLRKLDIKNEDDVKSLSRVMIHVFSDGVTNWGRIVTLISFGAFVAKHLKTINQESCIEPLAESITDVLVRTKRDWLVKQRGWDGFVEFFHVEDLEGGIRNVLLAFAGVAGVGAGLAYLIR
Pf gametocyte: late stage P. falciparum gametocyte viability inhibitors, primary screen, ATP luminescence, HTS | P. falciparum stage V gametocytes, 24 h | inhibition, % at 10.9 µM | 150,000 tested, 0.065% active | AID 743093, 2013;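 active = inhibition above the mean plus 3 SD of compounds within the control limits, set per campaign, cut at about 38% in these data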;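 also: 0% = DMSO wells and 100% = medium only without gametocytes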
Mcl1 Noxa PPI: Mcl-1/Noxa binding inhibitors, primary screen, biochemical, TR-FRET, 1536-well. TR-FRET Mcl-1/Noxa peptide binding, 2 h. inhibition, % at 21.7 µM. 220,000 tested, 1.5% active;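 active = compounds that cut the protein-peptide binding signal by more than 50% relative to plate controls in a single-dose test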;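 also: His-tagged Mcl-1 with rhodamine Noxa BH3 peptide and terbium anti-His antibody; 0% = Mcl-1 plus Noxa peptide wells and 100% = peptide-only wells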
Avidin fluor: green autofluorescence of compounds with avidin beads – biophysical, 488/530 nm, flow cytometry, artefact control, profiling panel; compound fluorescence 488/530 nm; hits give high values; 220,000 tested, 0.38% active; AID 1775, 2009; fluorescence (KMESF) at 10 µM; in the data active = fluorescence above about 47; also: inactives centre near 10
* marks the source's active call; other numbers are inactive results.

SMILES | Mcl1 Bid PPI | Pf gametocyte | Mcl1 Noxa PPI | Avidin fluor
Cc1nc(-c2ccc(-c3ccon3)s2)no1 | -14 | 7 | -11 | 3
C=CCOC(=O)C1=C(C)NC(SCC(N)=O)=C(C#N)C1c1ccc(C)cc1 (stereo unspecified) | -16 | 11 | 0 | 5
COC(=O)[C@@H]1C[C@@]2(O)[C@H](O)[C@H](O)[C@H](O)C[C@H]2N1Cc1cccc2ccccc12 | -8 | 5 | 18 | 8
N#C/C(=C(/O)c1ccc([N+](=O)[O-])cc1)c1nc2ccccc2[nH]1 | -5 | 0 | 17 | 8
Cc1cccc(COCCN2CCN(S(=O)(=O)c3ccccc3)CCC2=O)c1 | -24 | -26 | -9 | 8
Cc1onc(-c2c(Cl)cccc2Cl)c1C(=O)NNc1ccccc1 | -25 | -8 | -15 | 3
C/C=C(\C)C(=O)N[C@@H](C)CN1C2=NC[C@H](C(C)C)N2C[C@H]1Cc1ccc(OC)cc1 | -57 | -11 | 1 | 8
CCN(CC)c1ccc(/C=C(\C#N)C(N)=S)cc1 | -49 | -3 | -14 | 7
CCC(COC(C)=O)Nc1nc2c([nH]1)c(=O)n(C)c(=O)n2C (stereo unspecified) | -33 | 12 | -1 | 6
N#C/C(=C\c1cccc(O)c1)c1nc2ccccc2o1 | -19 | 15 | 5 | 8
O=C(Sc1ccc(Cl)cc1)c1cccc(Cn2cc(C(F)(F)F)ccc2=O)c1 | -21 | -1 | -12 | 4
O=C(Nc1ccc(F)cc1)Nc1csc2ccccc12 | -25 | -22 | 19 | 5
Cc1cc(C)nc(N/N=C/c2cn[nH]c2-c2ccc(F)cc2)n1 | -54 | -19 | -3 | 8
COC(=O)C(C(=O)OC)c1ncccc1[N+](=O)[O-] | -10 | -3 | 7 | 6
Nc1c(C(=O)Nc2ccccc2)c2nc3ccccc3nc2n1-c1ccc(O)cc1 | 7 | 3 | 38 | 5
CC(C)NC(=O)C1CCN(c2ccc(S(=O)(=O)N3CCOCC3)cc2Cl)CC1 | 1 | -16 | -21 | 5
N#Cc1ccc(C23CC4(C2)[C@H](CN(CC2CCCCC2)[C@@H]4c2ccccc2)C3c2ccc(Cl)nc2)cc1 (stereo partly specified) | -39 | -12 | -10 | 9
Cc1ccc2c(c1)C1(C)C(C(C)(C)N2C=O)C1(Cl)Cl (stereo unspecified) | -1 | 10 | -21 | 5
Cc1cc(/C=N/NC(=O)C(O)(c2ccccc2)c2ccccc2)c(C)n1-c1cccc(C(=O)O)c1 | -26 | -2 | 39 | 6
N=C(N)c1ccc(/C=C/c2ccc(C(=N)N)cc2O)cc1 | -92 | 3 | 66* | 15
Cc1cc(C)c2sc(NC(=O)CN3C(=O)CCC3=O)nc2c1 | -10 | -10 | -17 | 7
COc1c(Br)cc([N+](=O)[O-])c(OC)c1C(=O)NC(=O)Nc1c(Cl)cccc1Cl | -8 | -13 | 7 | 7
O=c1c2ccccc2c(C=Nc2cccc(S(=O)(=O)NC3=NCCCCC3)c2)c(O)n1Cc1ccccc1 | -45 | -3 | -10 | 5
Cn1cc(Br)c(-c2cccc(N3C(=O)CCCC3=O)c2)n1 | 6 | -21 | -4 | 4
Cc1cc(/C=N/N2CCN(C)CC2)c(C)n1-c1ccc(Cl)cc1 | -19 | -4 | 15 | 6
O=c1c(Cc2ccccc2)c(O)c2cccc3c4c(n1c23)CCCC4 | -32 | 12 | 4 | 7
CCOC(=O)C1CCN(C(=O)c2sccc2Cl)CC1 | -6 | 12 | 6 | 8
CCN(CC)CCSc1nnc2c3ccccc3n(Cc3ccccc3)c2n1 | -39 | 13 | 28 | 8
COc1ccc(C)cc1NC(=O)c1nn(C)cc1Br | -20 | -3 | -6 | 6
O=C(O)c1cccnc1SCC(=O)C12CC3CC(CC(C3)C1)C2 | -7 | 12 | -30 | 4
CC(=O)N1N=C(c2ccc(Cl)cc2)CC1c1ccco1 (stereo unspecified) | -40 | 10 | -20 | 3
O=C(Nc1ccc(F)cc1)C1C2CCC3C(CCC21)C3(Cl)Cl (stereo unspecified) | -4 | -13 | 5 | 4
Cc1nn2c(N3CCN(C)CC3)cc(C(C)(C)C)nc2c1-c1ccccc1 | -2 | 3 | 23 | 7
O=C(COC(=O)/C=C/c1cccs1)Nc1nc(-c2cccc(Br)c2)cs1 | -27 | -22 | -1 | 8
CC(=O)c1cnn(-c2ccc(Cl)cc2)c1C | 2 | 11 | 3 | 8
Clc1ccc(-c2nnc3n2-c2ccccc2SC3)cc1 | -12 | -11 | 3 | 7
CC(C)Nc1ccc(C(CC(N)=O)NC(=O)Cc2ccc(Br)cc2)cc1[N+](=O)[O-] (stereo unspecified) | -33 | 17 | -12 | 8
Cc1ccccc1NC(=O)/C(C#N)=C\c1cc(C)n(-c2ccc(C(=O)O)cc2)c1C | -42 | 5 | 10 | 7
CC1(C(=O)N2CC3(CC(c4cccc(NC(=O)CC(c5ccccc5)c5ccccc5)c4)=NO3)C[C@@H]2C(N)=O)CC1 (stereo partly specified) | 28 | -21 | 11 | 24
O=S(=O)(Nc1nc2ccccc2nc1NCC1CCCO1)c1cc(Cl)ccc1Cl (stereo unspecified) | -22 | -23 | -7 | 5
Cc1ccc(OCC(O)CNCc2ccccc2)cc1C (stereo unspecified) | -13 | -14 | 2 | 5
CCOC(=O)/C(C#N)=C/c1cc2cc(C)c(C)cc2nc1Cl | 4 | -24 | -14 | 21
CC/C(C)=N/Oc1nc(C)cc(C)n1 | 1 | 11 | 2 | 7
Oc1cccc(NC(=S)N=Nc2c(O)[nH]c3ccccc23)c1 | -119 | 11 | -23 | 7
Cc1c(C(=O)Oc2ccc(Cl)cc2)n(C)oc1=O | 5 | 3 | 8 | 5
C=C(C)c1cccc(C(C)(C)NC(=O)Nc2nnc(C(C)C)s2)c1 | -8 | 0 | 0 | 8
CSc1nnc(C(C)(C)C)c(=O)n1/N=C/c1ccc(C(C)C)cc1 | -12 | -12 | -25 | 15
NC(=O)N/N=C/c1ccc(-c2ccc([N+](=O)[O-])cc2)o1 | -26 | 6 | 1 | 6
CCOC(=O)c1c(C)oc2cc(Cl)c(O)c(CN(C)C)c12 | -36 | 33 | -1 | 3
COc1ccc(C2C(C)C3(O)CC(C#N)(C(=O)N3)C2(C#N)C#N)cc1 (stereo unspecified) | -18 | 26 | 24 | 3
CCOc1cc(/C=N\Nc2ncc(F)c(N3CCOCC3)n2)ccc1Oc1nc(Cl)ncc1F | -33 | -14 | -6 | 5
COCCn1c(SCC(=O)Nc2cc(OC)ccc2OC)nc2c(c1=O)SC(C)C2 (stereo unspecified) | -44 | 5 | 2 | 7
Cc1cnc(C(=O)N2CCN(c3ccc(C(F)(F)F)cn3)CC2)cn1 | -11 | -14 | -18 | 6
COc1ccccc1NC(=O)Nc1nn(C)c2cccc(OC)c12 | -3 | -15 | 16 | 4
O=C(CNc1ccc2ccccc2c1)N/N=C/c1ccccn1 | -119 | -4 | -15 | 8
O=C1CSC(c2ccc(Cl)cc2)N1c1cccnc1 (stereo unspecified) | -10 | 5 | 13 | 6
COc1ccc(C2N(c3ccc4c(c3)OCCO4)C(=O)C2(F)F)cc1OC (stereo unspecified) | -14 | -7 | -22 | 8
C/C=C(/C)C(=O)Nc1cccc(C2=NOC3(C2)C[C@H](C(N)=O)N(C(=O)Cc2ccc([N+](=O)[O-])cc2)C3)c1 (stereo partly specified) | -25 | -19 | 5 | 9
Clc1ccc(OCCn2cnc(Cl)c2Cl)cc1 | -1 | 3 | -20 | 12
COc1cccc(/C=N/Nc2nc(-c3cccnc3)nc3ccccc23)c1 | -34 | 9 | 20 | 8

More structures follow:
SMILES | Mcl1 Bid PPI | Pf gametocyte | Mcl1 Noxa PPI | Avidin fluor
CCN1C(=O)[C@@H]2[C@H](C1=O)[C@@H]1C[C@H]3C(=O)N(CC)C(=O)[C@H]3[C@@H]3C1=C(C(=O)N1C(=O)OC(=NCC4CC4)[C@]31C)[C@@H]2C | -20 | 11 | 13 | 9
C/C(=N\O)c1ccn(S(=O)(=O)c2ccc(Cl)cc2)c1 | -7 | -1 | 11 | 4
COC(C[C@@H](O)C[C@H](O)COCc1ccccc1)OC | -29 | 2 | -20 | 8
CCCN(CCC)C(=O)C1CCCN1S(=O)(=O)c1cccc2nsnc12 (stereo unspecified) | -3 | 27 | -3 | 8
CCC1=C(OC(=O)N(CC)CC)N2C(=O)OC(=NCC3CC3)[C@]2(C)[C@H]2C1=CC[C@H]1C(=O)NC(=O)[C@H]12 | -54 | 10 | -11 | 7
Cc1ccc(-n2nnnc2-c2cccnc2)cc1 | -13 | -8 | -2 | 2
COc1ccc(/C=C2\N=C(C)OC2=O)cc1[N+](=O)[O-] | 0 | 11 | -5 | 9
N/C(=N\O)c1ccc(N2CCN(c3ncccc3C(F)(F)F)CC2)nc1 | -26 | 5 | -4 | 5
COc1ccccc1/C=C/C=N/NC(=O)CC1C(=O)NN=C1C (stereo unspecified) | -93 | -1 | 15 | 8
O=C1N/C(=N\S(=O)(=O)Cc2ccccc2)S/C1=C/c1cc([N+](=O)[O-])ccc1O | 3 | -12 | 40 | 4
CSc1ccc(C2CC(=O)Nc3c2c(=O)n(C)c(=O)n3C)cc1 (stereo unspecified) | -40 | -2 | 7 | 5
CCCc1cc(=O)[nH]c(SCC(=O)c2ccc3c(c2)NC(=O)CO3)n1 | -28 | 16 | 10 | 179*
CCCN(C(=O)c1cc(S(=O)(=O)N2CCCCC2)ccc1Cl)C1CCS(=O)(=O)C1 (stereo unspecified) | -8 | 16 | 7 | 7
N#Cc1cnn(-c2cccc(Cl)c2)c1-n1cccc1 | -9 | -12 | 6 | 7
Cc1ccc(C(=O)N/C(=C/c2ccccc2)C(=O)NCc2ccncc2)cc1 | -5 | -17 | 4 | 3
Cc1cc(C(=O)O/N=C(\N)c2ccncc2)ccc1[N+](=O)[O-] | 3 | 7 | 18 | 7
CCC(=O)Nc1cccc(C2=NOC3(C2)C[C@@H](C(N)=O)N(C(=O)C2(C)CC2)C3)c1 (stereo partly specified) | -34 | 9 | 4 | 10
CCN(CC)C(=O)C1(P(=O)(c2ccccc2)c2ccccc2)CCC1 | -6 | -4 | -14 | 8
CCCc1nnc(NC(=O)CCC(=O)N2CCN(S(=O)(=O)c3ccc(F)cc3)CC2)s1 | 3 | -6 | 0 | 4
Cc1nn(CC(=O)N/N=C/c2cccs2)c(C)c1[N+](=O)[O-] | -57 | -9 | -41 | 4
Cc1ccc(C)c(N2N=C(C(=O)O)CCC2=O)c1 | -16 | 6 | 8 | 9
CCOC(=O)c1sc(=S)n(Cc2ccccc2)c1C | -32 | 3 | 3 | 8
O=C(CCN1CCC(c2ccc(Cl)s2)=N1)c1ccc(Cl)s1 | -16 | -22 | 10 | 3
O=C(O)[C@H](Cc1ccccc1)NC(=O)N1CCN(c2ccccc2)CC1 | -76 | 12 | 29 | 5
O=C1c2cc([N+](=O)[O-])ccc2-c2ncccc21 | 25 | 9 | 3 | 6
CCS(=O)(=O)c1cc([N+](=O)[O-])c(Sc2ccccc2N)s1 | -27 | 16 | 35 | 5
CN(CC(=O)Nc1ccc(F)cc1)CC(=O)Nc1ccc(Cl)c(S(=O)(=O)N2CCOCC2)c1 | -13 | 4 | -7 | 14
COc1cc(C2CC(=O)Oc3c(C(CCN4CCCC(C)C4)c4ccc(N(C)C)cc4)c(OC)cc(OC)c32)cc(OC)c1OC (stereo unspecified) | -136 | -26 | 19 | 8
COCCN1C2=C(COC(C)(C)C2)C(=S)NC1c1ccccc1 (stereo unspecified) | -149 | -8 | 1 | 4
CCC(NC(=O)c1ccccc1NC(=O)c1ccco1)C(=O)NNC(=O)c1ccncc1 (stereo unspecified) | -62 | 11 | 10 | 4
CN(C)S(=O)(=O)c1cccc(NC(=O)CNCc2ccccn2)c1 | -23 | -3 | -10 | 2
Cc1[nH]c2ccccc2c1SCc1n[nH]c(=S)n1C | -50 | 1 | -13 | 5
CCC(=O)Nc1nnc(/C=C/c2ccc(OC)cc2)s1 | -14 | -1 | 13 | 7
CCO/C=C1\SC(=S)N(c2ccc(Cl)cc2)C1=O | -2 | 12 | -4 | 7
CC(=O)c1ccc(-c2ccc(/C=C(/Sc3n[nH]c(C)n3)C(=O)O)o2)cc1 | -104 | -15 | 39 | 7
CC1CC(C)CN(C(=S)SCc2nc(N)nc(Nc3ccccc3)n2)C1 (stereo unspecified) | -52 | 1 | 4 | 4
O=C1CSC2(N1)C1CC3CC(C1)CC2C3 (stereo unspecified) | -10 | 5 | -8 | 4
COc1ccc(/C(O)=C2/C(=O)C(=O)N(c3ccccn3)C2c2ccc(OC)c(OC)c2)cc1 (stereo unspecified) | -27 | -16 | -1 | 11
Nc1cc(C(=O)N/N=C/c2cccc([N+](=O)[O-])c2)n[nH]c1=O | -55 | 0 | 20 | 10

Some of the compounds tested; the hit share may differ from the screen's.
